# Source: PubChem BioAssay (Sanford-Burnham Center for Chemical Genomics)
# TAG inh – reduces triacylglycerol accumulation in H9c2 cells. Nile Red lipid (TAG) fluorescence; cells loaded with 200 µM oleic acid. inhibition, % at 12.5 µM. actives 0.66% (n = 230,000). AID 651582;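 active = pattern-corrected inhibition of lipid staining of at least 50% with the nuclear-stain viability signal not falling by more than 50%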;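 also: 0% = DMSO wells and 100% = triacsin C control wells; some results filed as inactive read as strong as hits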
# TAG inh DAPI viability – recorded beside TAG inh, whose call it bears; DAPI nuclei signal change (viability), lower = more cytotoxic, %;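 whole-well DAPI fluorescence read on a plate reader as a viability signal; minus 50 percent equals half of cells still viable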
# * marks the source's active call; other numbers are inactive results. The list is partial; count on the stated rates, not on these rows.
SMILES,TAG inh,TAG inh DAPI viability
CC1CCCCN1S(=O)(=O)c1ccc(C(=O)Nc2nnc(C3=COCCO3)o2)cc1 (stereo not drawn),0,0
Cc1cc(-c2ccccc2)[nH]c(=O)c1S(=O)(=O)c1ccc(Cl)cc1,13,5
COc1cc2cc(Oc3ccc4ccc(=O)oc4c3)c(=O)oc2cc1O[C@@H]1O[C@H](CO)[C@@H](O)[C@H](O)[C@H]1O,-5,5
Cc1ccc(Cn2ccsc2=NC(=O)COC(=O)C(C)C)cc1,-18,-1
COc1ccc(C(=O)c2c(NC(C)=O)sc3c2CCN(C(=O)OC(C)(C)C)C3)cc1,1,-2
c1cnc(-c2noc(CN3CCN(C4C5CC6CC(C5)CC4C6)CC3)n2)cn1 (stereo not drawn),-5,-5
COc1ccc(N2CCN(C(=O)COC(=O)Cc3cccc(OC)c3)CC2)cc1,-10,1
CCCS(=O)(=O)NC(=O)C1(C)CCCN(C(=O)C2(c3ccc(Cl)cc3)CCCC2)C1 (stereo not drawn),10,-11
CN(Cc1ccccc1)C(=O)c1ccc(S(=O)(=O)N(C)c2ccccc2)cc1,-24,4
Cc1nc(SCC(=O)N(C)C2(C#N)CCCCC2)c2ccccc2n1,-2,4
CSc1nc(-c2ccccc2)cn1-c1ccc(NC(C)=O)cc1,3,-6
COC(=O)C[C@H]1C[C@H]2c3cc(NC(=O)Nc4ccc(F)cc4)ccc3O[C@H]2[C@@H](CO)O1,-6,2
S=c1[nH]nc(CSCCOc2ccc(Cl)cc2Cl)o1,12,-5
O=S(CC(O)(c1ccccc1)c1ccccc1)CC(O)(c1ccccc1)c1ccccc1,2,0
COc1ccccc1CN1CC(C(=O)NCc2ncccc2C)CCC1=O (stereo not drawn),15,1
Cc1ccc(F)c(S(=O)(=O)NC(=O)C2(C)CCN2C(=O)c2ccccc2)c1 (stereo not drawn),13,0
CN(C)CCNC(=O)c1ccc(CS(=O)(=O)c2c(Cl)cccc2Cl)o1,6,-3
CCOc1ccc(CNc2ccc(S(N)(=O)=O)cc2)cc1,-14,12
CC[C@H](C)[C@@H]1NC(=O)[C@H]([C@@H](C)CC)NC(=O)[C@@H](CC(C)C)NC(=O)[C@H](Cc2ccccc2)NC(=O)[C@H](Cc2ccccc2)NC(=O)[C@@H]2CCCN2C(=O)[C@@H]2CCCN2C(=O)[C@H](C(C)C)NC(=O)[C@H](CC(C)C)NC1=O,-2,-4
CCCCNC(=O)[C@H](CSCc1ccccc1)N1Cc2ccccc2C1=O,-36,-2
c1ccc(CCCCc2ccncc2)cc1,11,-3
CCOC(=O)c1ccccc1NC(=O)CSc1nc(N)cc(=O)[nH]1,7,7
CCOC(=O)N1CCN(C(=O)C2CCCN(c3nc4ccc(OCC)cc4s3)C2)CC1 (stereo not drawn),-12,9
Cn1nc(CC(=O)Nc2ccc3c(c2)OCCO3)c2ccccc2c1=O,-32,-6
O=C(Nc1cc2c(oc1=O)CCCC2=O)c1cccc(Cl)c1,-11,-5

# (more compounds)
SMILES,TAG inh,TAG inh DAPI viability
CN(C(=O)c1ccc(NC(=O)Cc2ccc(NC(=O)C3CCN(C(=O)C4CC4)CC3)cc2)cc1)C1CC1,-4,7
O=C(/C=C/Nc1ccc(F)cc1F)c1ccco1,2,5
COc1ccc(CC2(CO)CCN(C(C)COc3ccccc3)CC2)cc1 (stereo not drawn),-1,5
CCN(CC(=O)NCc1ccc(F)cc1)CC(=O)Nc1ccccc1-c1ccccc1,-9,-11
O=C(OCc1ccccc1)N1CCC2CC1c1cc(-c3ccc4c(c3)OCO4)ccc12 (stereo not drawn),-8,-3
CC(Oc1ccccc1)C(=O)NC1C(=O)N2C1SC(C)(C)C2C(=O)O (stereo not drawn),-5,-3
CC1(c2ccc3c(c2)OCCCO3)NC(=O)N(CC(=O)NCCc2ccccc2)C1=O (stereo not drawn),-23,-3
CN1C[C@H]2CON(C)[C@H]2C[C@H]1c1cccc(N2CCOCC2)c1,-4,2
Cc1ccc(N2C(=O)C(c3c(C)[nH]n(-c4ccccc4)c3=O)(C(F)(F)F)C3=C2CC(C)(C)CC3=O)cc1 (stereo not drawn),-1,6
CC(=O)Oc1cccc(Nc2ncnc3ccccc23)c1,-1,-7
O=C(Nc1nnc([C@@H]2C[C@H](O)[C@@H](CO)O2)s1)NC1CCCCC1,-1,-8
C/C(=N\Nc1nc(N2CCOCC2)nc(N2CCOCC2)n1)c1cccs1,13,-12
Cc1csc(NC(=O)CCc2ccc(S(=O)(=O)N3CCOCC3)cc2)n1,-11,-9
c1ccc2oc(-c3[nH]ncc3CN3CCC(N4CCSCC4)CC3)cc2c1,9,17
Cc1ccc(S(=O)(=O)N(CC(O)CN(C)C)c2ccccc2)cc1 (stereo not drawn),11,-8
Cc1cccc(C(=O)OCC(=O)c2csc(N3CCCCC3)n2)c1[N+](=O)[O-],11,-1
CC1(C)CC(=O)CC(C2(O)C(=O)N(Cc3ccccc3)c3ccccc32)O1 (stereo not drawn),-10,-16
O=C(NCC1CCN(S(=O)(=O)c2ccccc2)CC1)Nc1ccc(F)cc1F,-9,-8
CCOC(=O)c1ccc(NC(=O)Cn2nc(C)c3ccccc3c2=O)cc1,-3,0
COCCNc1nc(NCc2cccc(OC)c2OC)c2sccc2n1,10,-11
O=C(C1CCCN(Cc2ccccc2)C1)N1CCc2ccccc2C1 (stereo not drawn),-8,-2
CCCCc1ccc(NC(=O)Cn2c(=O)c(N3CCCCC3)c(N)n(C)c2=O)cc1,-64,2
CCCCC(CCc1ccccn1)C(=O)c1ccccc1 (stereo not drawn),-5,-2
CN(C(=O)c1cccc(NC(=O)Cc2ccc(NC(=O)C3CCCN(C(=O)C4CC4)C3)cc2)c1)C1CC1 (stereo not drawn),10,14
COC(=O)c1ccc(-c2noc(CN(Cc3ccccn3)CC3CCCO3)n2)cc1 (stereo not drawn),-1,18

# The results go on:
SMILES,TAG inh,TAG inh DAPI viability
CCn1c(SCC(=O)Nc2oc(C)c3c(C)n[nH]c(=O)c23)nnc1-c1ccco1,-1,1
c1ccc(Cn2nnnc2CN2CCN(c3ncccn3)CC2)cc1,-1,7
CN(C)C(CNC(=O)c1cccc(C#N)c1)c1ccco1 (stereo not drawn),-18,13
O=[N+]([O-])C(/C=C(/Cl)[N+](=O)[O-])=C(N1CCCCC1)N1CCCCC1,8,-10
COc1ccc(CC(=O)OCCN(C)C)cc1,-1,-7
COc1ccc(Br)cc1/C=N/Nc1cccc(C(=O)O)c1,9,-11
COc1cc(CC(=O)Nc2cc(S(C)(=O)=O)ccc2Cl)cc(OC)c1OC,23,-8
Cc1ccc2c(cnn2C(=O)CCC(=O)NC2CCCC2)c1,0,-5
COc1ccc(C2C(C#N)=C(N)Oc3cc(C)n(CCN4CCOCC4)c(=O)c32)cc1OC (stereo not drawn),2,-2
Cc1ccc(C(=O)Nc2ccccc2Oc2ccccc2)cc1[N+](=O)[O-],-1,18
CN1C(=O)Cn2c1nc1ccccc12,-5,6
Fc1ccc(-c2nc3c(-c4ccc(F)cc4)cnn3cc2CCN2CCOCC2)cc1,5,0
COC(=O)CC1C(=O)NCCN1C(=O)c1oc2c(C)c(C)ccc2c1C (stereo not drawn),-10,-7
NC(=O)C1(N2CCCCC2)CCN(C(=O)CSc2nc(C(F)(F)F)cc(=O)[nH]2)CC1,4,-4
Cc1nnsc1SC(C)C(=O)O (stereo not drawn),9,-9
COc1ccc(OC)c(-n2c(SCC(=O)Nc3cc(C)on3)nnc2-c2c[nH]c3ccccc23)c1,-18,9
C=CCN(CC=C)C(=S)NC(=O)c1ccc(C)c(Br)c1,-10,5
Nc1c(C(=O)Nc2ccc(F)cc2)sc2nc(-c3ccco3)ccc12,22,-7
COc1nc(N)nc2c1ncn2C1OC(CO)CC1O (stereo not drawn),15,2
N#C/C(=C/C1=C(N2CCOCC2)C(=C/c2ccc(Cl)cc2Cl)/CC1)C(=O)Nc1ccccc1F,19,-1
CC(C)CC1c2[nH]c3ccccc3c2CCN1C(=O)CCC(=O)N(C)C (stereo not drawn),-3,0
CCSC1=C(C#N)C(c2ccccc2Cl)CC(=O)N1 (stereo not drawn),-4,-4
COc1ccc(NC(=O)CSc2nnc(NC(=O)c3ccco3)s2)cc1OC,0,1
CCn1nc(C)c(/C=N\NC(=O)c2ccc3c(c2)OCO3)c1C,14,-17
Cn1cnc2nc[nH]c2c1=S,-8,1

# 14 neighbouring entries from above, quoted:
SMILES,TAG inh,TAG inh DAPI viability
CCn1c(SCC(=O)Nc2oc(C)c3c(C)n[nH]c(=O)c23)nnc1-c1ccco1,-1,1
c1ccc(Cn2nnnc2CN2CCN(c3ncccn3)CC2)cc1,-1,7
CN(C)C(CNC(=O)c1cccc(C#N)c1)c1ccco1 (stereo not drawn),-18,13
O=[N+]([O-])C(/C=C(/Cl)[N+](=O)[O-])=C(N1CCCCC1)N1CCCCC1,8,-10
COc1ccc(CC(=O)OCCN(C)C)cc1,-1,-7
COc1ccc(Br)cc1/C=N/Nc1cccc(C(=O)O)c1,9,-11
COc1cc(CC(=O)Nc2cc(S(C)(=O)=O)ccc2Cl)cc(OC)c1OC,23,-8
Cc1ccc2c(cnn2C(=O)CCC(=O)NC2CCCC2)c1,0,-5
COc1ccc(C2C(C#N)=C(N)Oc3cc(C)n(CCN4CCOCC4)c(=O)c32)cc1OC (stereo not drawn),2,-2
Cc1ccc(C(=O)Nc2ccccc2Oc2ccccc2)cc1[N+](=O)[O-],-1,18
CN1C(=O)Cn2c1nc1ccccc12,-5,6
Fc1ccc(-c2nc3c(-c4ccc(F)cc4)cnn3cc2CCN2CCOCC2)cc1,5,0
COC(=O)CC1C(=O)NCCN1C(=O)c1oc2c(C)c(C)ccc2c1C (stereo not drawn),-10,-7
NC(=O)C1(N2CCCCC2)CCN(C(=O)CSc2nc(C(F)(F)F)cc(=O)[nH]2)CC1,4,-4

# The list goes on:
SMILES,TAG inh,TAG inh DAPI viability
CC(NC(=O)CSc1ncccn1)c1ccc(Cl)cc1Cl (stereo not drawn),17,-4
c1ccc2c(c1)COc1c3cc4c(cc3nn1-2)OCO4,16,1
O=S(=O)(Nc1nccs1)c1cc(Cl)ccc1Cl,12,-5
Cc1ccc(-c2nnn(CC(=O)N(CCO)C(C(=O)NC3CCCC3)c3ccc(F)cc3)n2)o1 (stereo not drawn),-6,-3
Cc1ccccc1OCCSc1nc2ccccc2n1CCC(=O)O,-4,-8
CC(=O)Nc1cc(NC(C)=O)cc(-c2nc3ccccc3[nH]2)c1,14,-9
O=C(N/N=C/c1cc2cc3c(cc2nc1Cl)OCCO3)c1ccccc1O,10,4
O=C1NC[C@H](Cc2ccccc2)N(CC2CCN(CCC34CC5CC(CC(C5)C3)C4)CC2)C1=O,31,-10
CS(=O)(=O)Nc1ccccc1C(=O)NC1CC2CCC1C2 (stereo not drawn),15,1
COc1ccc(N2CCN(S(=O)(=O)CC34CCC(CC3=O)C4(C)C)CC2)cc1 (stereo not drawn),4,10
Cc1ccc(S(=O)(=O)N2CCC(C(=O)NCCCN3CCOCC3)CC2)cc1C,0,6
Cc1cccc(N2CCN(Cc3ccc([N+](=O)[O-])o3)CC2)c1C,-2,2
CCCCS(=O)(=O)/C=C\C=C/S(=O)(=O)CCCC,88*,-45*
CC(OC(=O)CCCN=C1NS(=O)(=O)c2ccccc21)C(=O)N(C)c1ccccc1 (stereo not drawn),-8,0
COC(=O)c1ccc(COC(=O)[C@@H]2CC(O)CN2S(=O)(=O)c2ccccc2[N+](=O)[O-])cc1 (stereo partly drawn),11,-12
CCOC(=O)c1c(C=O)c(C)n(Cc2ccc(C)cc2)c1C,-53,-7
O=S(=O)(c1ccc(S(=O)(=O)N2CCOCC2)cc1)N1CCCC1,3,0
CSC1=NCCN1S(=O)(=O)c1ccc(Cl)cc1,-4,14
COc1ccc(Br)c2oc(S)cc(=O)c12,3,9
Cn1ncc2c(NNC(=O)c3ccc(O)cc3)ncnc21,3,-2
CN1CCN(C(=O)C2=C[C@@H](c3coc4ccccc4c3=O)C[C@@H](OCc3ccc(CO)cc3)O2)CC1,-10,-5
COc1cc(OC)cc(C(=O)Nc2nnc(SCC(=O)NCC3CCCO3)s2)c1 (stereo not drawn),27,-4
CCOC(=O)c1ccc(NC(=O)COc2ccc(S(=O)(=O)NC(C)(C)C)cc2)cc1,21,-1
O=C(NCc1ccco1)C(c1ccccc1)N(CC1CCCO1)C(=O)Cn1nnc2ccccc21 (stereo not drawn),-19,18
Cc1ccc([C@@H]2C[C@H]3[C@@H](CN2S(=O)(=O)c2ccc(C)cc2)C(=O)C[C@@H](c2ccc(Cl)cc2)N3S(=O)(=O)c2ccccc2C)cc1,21,-9

# Next part.
SMILES,TAG inh,TAG inh DAPI viability
O=C1c2ccccc2C(=O)N1c1nccs1,-4,-3
CC(C)CCN1CC(O)=C(c2nc(-c3ccc(Cl)cc3)cs2)C1=N,2,-2
COc1cc(CN2CCN(Cc3ccc([N+](=O)[O-])cc3)CC2)c([N+](=O)[O-])cc1OC,-13,14
O=c1c(O[C@@H]2O[C@H](CO)[C@@H](O)[C@H](O)[C@H]2O)c(-c2ccc(O)cc2)oc2cc(O)cc(O)c12,3,5
CCOC(=O)c1c(NC(=O)CN2C(=O)C(=O)N(C(C)C)C2=O)sc(C)c1CC,-103,0
COc1cccc(NC(=O)Nc2cc(Cl)ccc2C)c1,-5,6
COC(=O)c1ccc(Cn2nc(C)cc2C)cc1,-51,5
Nc1nnnn1/N=C/c1cc(Cl)cc(Cl)c1OCc1ccc(Cl)cc1Cl,13,16
O=C(c1cccc(S(=O)(=O)N2CCCCC2)c1)N1CCN(c2ccccc2)CC1,-12,-8
COC(=O)c1sccc1NC(=O)c1ccccc1C(=O)O,-2,0
O=C(O)c1cc([N+](=O)[O-])ccc1C(=O)Nc1ccccc1,12,-16
CC(CC(=O)N1CCc2ccccc21)c1ccccc1 (stereo not drawn),-5,-7
O=C(Cc1ccc(Br)cc1)N1CCN(c2ccccc2)CC1,-4,7
